Bioassay records (PubChem)
Salmonella PhoP GFP – PhoP regulon inhibitors, Salmonella typhi PhoP promoter GFP reporter, confirmatory (AID 1850) | one-dose inhibition, % at 50 µM; IC50 in µM for titrated hits | 310,000 compounds, 0.33% hits | Salmonella Typhi PhoP-promoter GFP reporter, fluorescence, 4 h; higher % means a stronger effect; in the data active means a potency from the dose series; inconclusive means inhibition mostly from about 25% at the one dose, without a potency; inactive means the rest, 99 in 100 with inhibition below about 19%;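 further: 0% = induced wells with vehicle and 100% = uninduced wells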
M. tuberculosis – growth inhibition of non-replicating M. tuberculosis (AID 488890); one-dose inhibition, % at 25 µM; IC50 in µM for titrated hits; Mycobacterium tuberculosis non-replicating, growth inhibition; higher % means a stronger effect; 320,000 compounds, 0.39% hits; in the data active means a potency from the dose series; inconclusive means inhibition mostly from about 82% at the one dose, without a potency; inactive means the rest, 99 in 100 with inhibition below about 76%;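 further: plate controls were DMSO cells for no effect and high antibiotic wells for full effect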
influenza NS1A – H1N1 influenza NS1A inhibitors, functional cell based assay (AID 504329). inhibition, % at 12.5 µM; hits with a dose series show IC50 in µM. NS1A functional cell-based assay, percent inhibition; higher % means a stronger effect. 340,000 compounds, 0.3% hits; in the data active means a potency from the dose series; inconclusive means inhibition above about 27% without an active follow-up result; further: strong numbers were not always called active
inhibitors of VEEV – inhibitors of VEEV TC-83 cytopathic effect, confirmation, Vero cells (AID 588727). Vero cells, VEEV TC-83 cytopathic effect inhibition; higher % means a stronger effect. one-dose inhibition, % at 20 µM; IC50 in µM for titrated hits. 350,000 compounds, 0.13% hits; in the data active means a potency from the dose series; inconclusive means inhibition mostly from about 14% at the one dose, without a potency; inactive means the rest, 99 in 100 with inhibition below about 12%; further: strong numbers were not always called active
M. tuberculosis HTS – M. tuberculosis growth inhibition, HTS (AID 449762). M. tuberculosis H37Rv growth inhibition, 7H9 media; higher % means a stronger effect. one-dose inhibition, % at 25 µM; IC50 in µM for titrated hits. 330,000 compounds, 0.59% hits; in the data active means a potency from the dose series; inconclusive means inhibition above about 70% without an active follow-up result;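 further: bacterial growth assessed after seven days of incubation; strong numbers were not always called active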
inhibitors of VEEV 10K pilot screen – second read-out of inhibitors of VEEV, no call of its own (marks repeat the call); inhibition, %; measured here: 10K pilot screen inhibition
* = called active by the depositor; i = inactive; u = inconclusive; x = not tested or not shown.

SMILES | Salmonella PhoP GFP | M. tuberculosis | influenza NS1A | inhibitors of VEEV | M. tuberculosis HTS | others
CC1CCCCC1NC(=O)CCCN1C(=O)c2ccccc2C1=O (stereo not drawn) | x | 1% | -1% | 3.9% | 9%
Cc1ccc(S(=O)(=O)N2[C@@H](c3cccc(C)c3)C(C(=O)O)=C[C@H]2C(C)(C)C)cc1 | x | 31% | -4% | 0.1% | -3%
COCCn1c(SCC(=O)Nc2ccccc2F)nc2c([nH]c3ccccc32)c1=O | -12% | -10% | -7% | 3.1% | -17%
CCCCOc1ccc(C(C)NC(=O)C2CCCN(S(=O)(=O)CCC)C2)cc1 (stereo not drawn) | -6% | 78% | 0% | i | 6% | inhibitors of VEEV 10K pilot screen=0.0
CC(C)C(NS(=O)(=O)c1ccc2c(c1)Cc1cc(S(=O)(=O)NC(C(=O)O)C(C)C)ccc1-2)C(=O)O (stereo not drawn) | -5% | -16% | 16% | 7.1% | -5%
O=S1(=O)N=C(N/N=C/c2ccco2)c2ccccc21 | -10% | 1% | -20% | 2.5% | 9%
Cc1ccc(S(=O)(=O)N(C)CCCC(=O)Nc2ccncc2)cc1 | -11% | 11% | 3% | i | -9%
CN(CC(=O)NCc1cccs1)CC(=O)Nc1ccc(F)c(F)c1F | -4% | -2% | -9% | 2.3% | -7%
NC(=S)N/N=C/c1ccccc1OCc1cccc(Cl)c1 | -1% | -28% | 9% | 7.7% | 3%
CC1CC(=O)C2=C(C1)Nc1ncnn1C2c1ccccc1 (stereo not drawn) | 8% | 10% | -22% | 2.3% | 6%

Random excerpt: six records from the list.
SMILES | Salmonella PhoP GFP | M. tuberculosis | influenza NS1A | inhibitors of VEEV | M. tuberculosis HTS | others
CC(C)C(NS(=O)(=O)c1ccc2c(c1)Cc1cc(S(=O)(=O)NC(C(=O)O)C(C)C)ccc1-2)C(=O)O (stereo not drawn) | -5% | -16% | 16% | 7.1% | -5%
CCCCOc1ccc(C(C)NC(=O)C2CCCN(S(=O)(=O)CCC)C2)cc1 (stereo not drawn) | -6% | 78% | 0% | i | 6% | inhibitors of VEEV 10K pilot screen=0.0
O=S1(=O)N=C(N/N=C/c2ccco2)c2ccccc21 | -10% | 1% | -20% | 2.5% | 9%
CC1CCCCC1NC(=O)CCCN1C(=O)c2ccccc2C1=O (stereo not drawn) | x | 1% | -1% | 3.9% | 9%
CC1CC(=O)C2=C(C1)Nc1ncnn1C2c1ccccc1 (stereo not drawn) | 8% | 10% | -22% | 2.3% | 6%
COCCn1c(SCC(=O)Nc2ccccc2F)nc2c([nH]c3ccccc32)c1=O | -12% | -10% | -7% | 3.1% | -17%

Going on with the list.
SMILES | Salmonella PhoP GFP | M. tuberculosis | influenza NS1A | inhibitors of VEEV | M. tuberculosis HTS | others
Cc1cc(C(=O)Nc2c(F)cc(F)cc2Br)c(C)o1 | -3% | -3% | 4% | 2.6% | -9%
O=C(Nc1ccc(NC(=O)c2cccnc2Cl)cc1)c1cccc(Cl)c1 | 11% | -6% | 4% | 3.2% | 1%
CCOCCCNCc1cc(Br)ccc1OCc1ccccc1 | 16% | 64% | -9% | i | 12%
Cc1ccc(-c2ccc(/C=N/NC(=O)CN3CCOCC3)o2)cc1[N+](=O)[O-] | 9% | i | 0% | 3.2% | -3%
O=C(CNc1ccc(Br)cc1)Nc1cccc(S(=O)(=O)N2CCCC2)c1 | x | 44% | -8% | 8.2% | 7%
COc1ccc(-c2nc(CN3CCN(Cc4cccc(Cl)c4)CC3)c(C)o2)cc1 | 5% | 13% | 13% | 0.7% | u
COC(=O)C1=C(C)NC(=O)CC1c1ccc(C(=O)OC)cc1 (stereo not drawn) | 1% | -28% | -6% | 0.2% | -2%
COc1cc(OC)c(OC)cc1/C=N/NC(=O)c1ccc(=O)n(C)c1 | -3% | -4% | 3% | 1.1% | 0%
CCOC(=O)CC(=O)CSc1ncnc2c1nnn2-c1ccc(F)cc1 | 1% | -17% | -3% | 1.5% | -7%
CCCCCCCC[n+]1cccc(C(=O)N2c3c(nc(N)[nH]c3=O)NC(C)C2C)c1 (stereo not drawn) | 0% | 20% | -6% | 1.0% | -4%
O=C(NCc1ccncc1)C(=O)NCc1ccco1 | -6% | -5% | 3% | 0.6% | 6%
Cc1noc(C)c1COc1ccc(C(=O)OCC(=O)Nc2c(C)n(C)n(-c3ccccc3)c2=O)cc1 | -5% | 10% | -5% | 0.8% | -1%
O=S(=O)(c1ccccc1)c1nnn2c1nc(NC1CCN(Cc3ccccc3)CC1)c1ccccc12 | -7% | -1% | -5% | 11% | u
O=C1C2C3c4ccccc4C(c4ccccc43)C2C(=O)N1Cc1ccco1 (stereo not drawn) | 12% | -3% | 5% | 2.0% | 0%
O=C(CNC(=O)c1ccc(-c2ccccc2)cc1)Nc1cccc(CO)c1 | x | 5% | -6% | 0.1% | 7%
COc1ccc(N=Nc2ccc(O)c3ncccc23)cc1 | 3% | u | 3% | 30% | 64%
Cc1ccc(C)n1-c1nccc(-c2ccco2)n1 | 7% | 9% | 3% | i | -1%
CCCn1c(SCC(=O)Nc2cc(S(=O)(=O)N3CCOCC3)ccc2OC)n[nH]c1=O | -5% | -4% | -5% | 0.9% | -1%
CCOC(=O)C1CCN(C(=O)C2CCN(S(=O)(=O)c3ccc4c(c3)CC(C)N4C(C)=O)CC2)CC1 (stereo not drawn) | -15% | -5% | 5% | 0.8% | 5%
O=C(O)C1CCCN(C(=O)c2cccc3ccccc23)C1 (stereo not drawn) | 7% | 7% | 9% | i | -1%
Cc1c(Cl)cnc(NC(=O)COC(=O)CNC(=O)c2ccccc2)c1Cl | x | 4% | 0% | 5.9% | -7%
CC1=C(C(=O)N2CCOCC2)C(c2ccc(Cl)cc2)NC(=S)N1 (stereo not drawn) | 4% | 0% | -16% | i | 1%
CCCCC1=CC2=C(c3ccco3)C(=O)C(C)(OC(=O)c3ccc(OC)cc3)C(=O)C2=CN1c1ccccc1 (stereo not drawn) | -11% | 66% | 15% | 3.3% | -6%
Cc1ccc(NC(=O)C2=COCCO2)cc1S(=O)(=O)N1CCOCC1 | x | -4% | -5% | 0.6% | -2%
FC(F)(F)c1nnc2n1N=C(c1ccccc1)CS2 | 2% | -5% | -2% | 0.2% | 3%
O=C(COC(=O)c1cccnc1Cl)Nc1cc(S(=O)(=O)N2CCOCC2)ccc1Cl | x | x | -3% | 1.7% | 0%
COc1ccc(C(=O)NCCCOC(C)C)cc1OC1CCN(C(C)=O)CC1 | -4% | 2% | -4% | 0.1% | 2%
CCN(CC)c1ccc(NC(=O)CN2C(=O)NC3(CCc4ccccc43)C2=O)cc1 (stereo not drawn) | x | 3% | -2% | 1.1% | 1%
CC(=O)Nc1ccc(-c2ccc(NC(C)=O)cc2)cc1 | -5% | -15% | -4% | 2.3% | 3%
Cc1ncc([N+](=O)[O-])n1CC(=O)NC1CCCCCC1 | 9% | -4% | 8% | 1.9% | 1%

Reprinted from the part before: three compounds, followed by the next part.
SMILES | Salmonella PhoP GFP | M. tuberculosis | influenza NS1A | inhibitors of VEEV | M. tuberculosis HTS | others
CCN(CC)c1ccc(NC(=O)CN2C(=O)NC3(CCc4ccccc43)C2=O)cc1 (stereo not drawn) | x | 3% | -2% | 1.1% | 1%
CC(=O)Nc1ccc(-c2ccc(NC(C)=O)cc2)cc1 | -5% | -15% | -4% | 2.3% | 3%
Cc1ncc([N+](=O)[O-])n1CC(=O)NC1CCCCCC1 | 9% | -4% | 8% | 1.9% | 1%
COc1cccc(C(=S)N2CCOCC2)c1OS(=O)(=O)c1ccc(Cl)cc1 | -4% | 22% | 0% | 8.1% | 0%
O=C(/C=C/c1ccc[nH]1)c1ccccc1 | 9% | 74% | 6% | 0.8% | 12%
COc1ccccc1CNC(=O)CSc1nc(-c2ccccc2)cn1N | -10% | 8% | 1% | 1.4% | 5%
COc1ccccc1-c1noc(-c2cc(OC)c(OC)c(OC)c2)n1 | -6% | 33% | 8% | 5.8% | 23%
O=C(Nc1ncccc1O)c1cccc(S(=O)(=O)NCc2ccccc2)c1 | 4% | 12% | -5% | 3.2% | 1%
O=C(Nc1ccccn1)C1CCCN1S(=O)(=O)c1ccc(Cl)cc1 (stereo not drawn) | -1% | 6% | -6% | 0.8% | 1%
COc1cccc(Cn2c(=O)ccc3ccccc32)c1 | -6% | -9% | 8% | 0.3% | 8%
Cn1ncc([N+](=O)[O-])c1C(=O)Nc1cccc(Cl)c1 | 2% | 12% | -31% | i | -25%
O=C(OCc1nnc(-c2ccccc2)o1)c1ccc(Br)o1 | 3% | 9.1µM* | 1% | 0.5% | u
CC(=O)c1cccc(NC(=O)NCc2ccco2)c1 | 5% | -2% | 0% | 2.3% | -15%
CN1CCN(CC(=O)Nc2nc(-c3c[nH]c4ccccc34)cs2)CC1 | 0% | 67% | 9% | 9.3% | 4%
Cc1sc2nc(SCC(=O)Nc3ccccc3F)[nH]c(=O)c2c1C | 10% | -6% | -6% | 0.7% | 5%
CCOCCCNC(=O)c1ccc2c(=O)n(Cc3ccc4c(c3)OCO4)c(=S)[nH]c2c1 | 0% | -9% | 4% | 0.9% | -4%
O=C(c1nnsc1S(=O)(=O)c1ccc(Cl)cc1)N1CCOCC1 | x | x | -1% | 7.4% | x
Cc1ccccc1CSCC(=O)Nc1ccccc1-c1ccccc1 | -6% | 22% | -2% | 1.3% | 8%
S=C(c1ccc(Br)cc1)N1CCCC1 | 3% | -11% | -6% | 0.4% | 2%
Cn1c(-c2ccc(F)c(F)c2)cc2onc(-c3ccccc3)c2c1=O | -3% | 6% | -21% | 1.2% | -4%
Cc1nc(CC(=O)O)c(-c2ccccc2)s1 | -8% | -4% | -8% | 4.0% | -8%
CC(=O)N1CCc2cc(NC(=O)c3ccc(C)cc3)ccc21 | 12% | 6% | -5% | 1.9% | -2%
Cc1cc(C(=O)N/N=C/c2cccs2)no1 | 11% | x | -4% | i | 0%
Cc1ccc(C2CC(c3ccccc3OC(F)F)Nc3ncnn32)cc1 (stereo not drawn) | -1% | 14% | -10% | 0.5% | 1%
Cc1ccc(CNC(=O)C2CC(c3ccc(C(F)(F)F)cc3)=NO2)o1 (stereo not drawn) | 0% | -1% | 4% | i | 1%
c1ccc(-c2cn(CC3CCCCC3)nn2)cc1 | 20% | u | 3% | i | 6%
CCCCN1C(=O)N(C)C2NC(=S)NC21 (stereo not drawn) | 11% | -12% | x | 0.8% | -13%
CCC(Oc1ccccc1)C(=O)NCCOC (stereo not drawn) | -5% | 19% | -4% | 2.0% | 2%
Cc1cccc(NCc2ccc(O)c3ncccc23)c1C | 4% | 7% | x | i | 9%
O=C(N/N=C\c1cn(-c2ccccc2)nc1-c1ccccc1)c1ccc2c(c1)OCO2 | -3% | -7% | 1% | 9.1% | 22%
Cc1n[nH]c(C)c1CCc1nc2c3ccccc3nc(SCC(N)=O)n2n1 | x | x | -3% | 4.6% | x
CC(=O)N(C1=C(Cl)C(=O)c2ccccc2C1=O)c1ccc(C(=O)O)cc1 | -125% | 18% | -6% | 1.0% | -3%
CC(=O)c1c(C)[nH]c(C(=O)/C(C#N)=C/c2cccc(C)c2)c1C | 4% | 32% | 0% | 2.8% | 2%
CCOc1ccc(NC(=S)NCCCN2CCOCC2)cc1 | -6% | -13% | 5% | 0.1% | -4%
O=C(c1ccco1)N1CCN(c2ncnc3scc(-c4cccs4)c23)CC1 | -7% | 25% | 5% | 0.6% | 3%
O=C(CSc1nccn1-c1cccc(F)c1)NC1CCCC1 | x | 13% | 4% | 1.8% | 5%
O=C1c2ccccc2C(Nc2cccnc2)N1Cc1ccc2c(c1)OCO2 (stereo not drawn) | -4% | -3% | 2% | 5.6% | -3%
COc1cc(OC)cc(N(C(=O)CNC(=O)c2ccco2)C(C(=O)NCC2CCCO2)c2ccccc2)c1 (stereo not drawn) | -2% | 3% | 5% | 6.9% | -12%
COc1ccc(CCN2CC(C(=O)N3CCC(OC)CC3)CCC2=O)cc1 (stereo not drawn) | 1% | -7% | -9% | 2.7% | -2%
